# Bioassay records (PubChem)
# FEN1 inh: human FEN1 inhibition | 0.35% of 390,000 active | Potency, µM (top dose mostly 114 µM), inactives show top-dose activity change, negative = inhibition, actives largely listed as inhibitors | Recombinant FEN1 flap cleavage, fluorescence, 15 min | AID 588795 | P39748; also: nearly all actives have a fitted effect of over 65% in size
#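 FEN1 at 10 nM preincubated with compounds 15 min at room temperature, then flap DNA substrate added at 50 nM final. Signal read at 0 and 15 min; concentration-response fitted with four-parameter Hill equation.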
# DT40 TDP1 CPT: DT40-hTDP1 cell growth loss with CPT | Potency, µM (highest dose often 46.2 µM), for inactives: top-dose activity change, negative = growth inhibition, usual class: inhibitors | chicken DT40 Tdp1-/-;hTDP1 cells + 20 nM CPT, ATP luminescence, 48 h | AID 686979 | 12% of 420,000 active; also: nearly all actives have a fitted effect of over 55% in size
#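 Cell growth measured by CellTiter-Glo luminescence after a minimum 48 h, 37 C compound exposure with 20 nM CPT in Tdp1-knockout DT40 cells stably expressing hTDP1, seeded 400/well; qHTS titration format.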
# KAT2A inh: inhibitors of human GCN5L2 histone acetyltransferase; Q92830; GCN5L2 HAT assay, ThioGlo1 CoA-SH fluorescence; Potency, µM (series often up to 58.9 µM), without a hit: at the highest dose activity change, negative = inhibition, most hits filed as inhibitors; 0.21% of 390,000 active; AID 504327
# Target sequence (Q92830 whole entry, looked up): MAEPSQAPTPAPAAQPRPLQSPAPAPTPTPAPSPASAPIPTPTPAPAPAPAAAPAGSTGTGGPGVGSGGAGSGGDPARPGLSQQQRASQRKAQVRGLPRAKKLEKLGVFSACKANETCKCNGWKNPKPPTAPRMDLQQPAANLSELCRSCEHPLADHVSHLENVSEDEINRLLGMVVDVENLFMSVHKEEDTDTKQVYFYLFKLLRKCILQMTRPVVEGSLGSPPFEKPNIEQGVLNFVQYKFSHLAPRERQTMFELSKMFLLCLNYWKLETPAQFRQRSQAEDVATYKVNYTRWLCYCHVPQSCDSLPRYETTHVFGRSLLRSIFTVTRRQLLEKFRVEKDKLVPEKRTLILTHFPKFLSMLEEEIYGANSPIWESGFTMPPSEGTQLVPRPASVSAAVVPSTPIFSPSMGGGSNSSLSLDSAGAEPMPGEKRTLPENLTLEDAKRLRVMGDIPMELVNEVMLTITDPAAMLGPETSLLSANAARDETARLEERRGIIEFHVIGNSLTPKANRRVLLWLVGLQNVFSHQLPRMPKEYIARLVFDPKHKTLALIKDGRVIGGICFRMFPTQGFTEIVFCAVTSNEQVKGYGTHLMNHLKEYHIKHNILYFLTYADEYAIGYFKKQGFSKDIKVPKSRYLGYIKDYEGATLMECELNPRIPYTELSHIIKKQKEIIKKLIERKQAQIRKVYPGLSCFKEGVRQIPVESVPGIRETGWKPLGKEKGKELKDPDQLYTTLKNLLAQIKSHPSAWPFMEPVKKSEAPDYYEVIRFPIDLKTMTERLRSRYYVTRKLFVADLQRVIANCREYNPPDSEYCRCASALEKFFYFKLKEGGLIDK
#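 GCN5L2 (20nM final) in 50mM HEPES, 0.1mM EDTA pH 7.5, 0.01% Tween-20 was preincubated 15 min at room temperature with compound, then given ThioGlo1 (50uM), H3(1-25) peptide (75uM) and acetyl-CoA (70uM); CoA-thiol fluorescence (Ex340/Em540) was read at 0 and 20 min.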
# The depositor's hits bear a star; ? = inconclusive; nt = not tested or not shown; & = joins results of further samples. Calls follow the shape of the dose curve; as a rule, active = well fitted curve in the direction sought with a large enough effect; inconclusive = small, poorly fitted or top-dose-only effect, or another doubt; inactive = no such curve, though single readings can be large; an effect the other way counts as inactive or inconclusive. % is scaled to controls: 0 for no effect and ±100 for the full control effect; potency is read from the fitted curve at half-maximal effect. A portion of the library, so the mix of outcomes need not match the whole.
SMILES,FEN1 inh,DT40 TDP1 CPT,KAT2A inh
COc1ccc(C)cc1-n1nnnc1SCC(=O)c1ccc2c(c1)OCCO2,-1.9%,18.4µM*,-7.3%
C/C(N)=C(/C#N)C(=O)CSc1nc2ccccc2c(=O)n1Cc1ccc(F)cc1,?,?,-17.3%
COc1ccc(CNC(=O)CN(Cc2ccc(F)cc2)C(=O)CCC(=O)Nc2nccs2)cc1,2.8%,?,3.6%
CCCCn1cnc2c1c(=O)n(CC(=O)c1cc(C)n(C)c1C)c(=O)n2CC(C)C,-11.4%,-17.2%,-2.6%
CC(=O)c1ccc(N2CCN(CC(=O)N(CC(C)C)c3c(N)n(CC(C)C)c(=O)[nH]c3=O)CC2)cc1,-5.6%,-20.2%,-7.4%
O=C(NCC(c1ccco1)N1CCCC1)c1ccc(S(=O)(=O)Nc2ccccc2Cl)cc1 (stereo unspecified),9.6%,?,0.5%
CC(=O)Nc1ccc(/C=C(\C#N)C(N)=O)cc1,-0.1%,13.4%,-5.0%
COc1c(C)cccc1C(=O)Nc1ccc(N2CCN(S(C)(=O)=O)CC2)cc1,-2.8%,?,-2.0%
CC(C)=CC(=O)Nc1cccc(S(=O)(=O)NC2=NCCCCC2)c1,18.2%,-7.6%,0.2%
COc1cccc(C(=O)Nc2cccc(NC(=O)c3ccccc3Cl)c2)c1,-5.2%,?,-11.8%
CC1(c2nnc(-c3ccncc3)o2)CC(c2c(Cl)cccc2Cl)=NO1 (stereo unspecified),3.3%,?,-9.8%
CCOc1ccc(-n2c(=S)sc3c(=O)n(-c4ccccc4)c(SC)nc32)cc1,4.4%,6.8%,-11.1%
COc1cccc(N2C(=O)c3cccnc3C2O)c1 (stereo unspecified),18.1%,-2.3%,-16.5%
Cc1ccc(NC(=O)C2CCN(S(=O)(=O)c3ccc4[nH]c5c(c4c3)CCCCC5)CC2)cc1,8.6%,13µM*,16.0%
CCOC(=O)c1ccc(S(=O)(=O)N2CCN(CC(=O)NC(=O)NC3CCCCC3)CC2)cc1,10.0%,-20.3%,-0.5%
C[C@H](CO)N1C[C@H](C)[C@@H](CN(C)Cc2ccccc2)Oc2c(NC(=O)C3CCCCC3)cccc2C1=O,4.5%,?,-9.3%
OCCC1CN(Cc2cc3c(cc2Cl)OCO3)CCN1C1CCCC1 (stereo unspecified),12.5%,-29.1%,-1.5%
CCCc1nnc(SCC(=O)N2C(C)CCCC2C)n1CCCOC (stereo unspecified),-3.1%,-11.8%,-4.4%
Cc1cccc([C@@H]2[C@@H]3C(=O)N(Cc4ccccc4)C(=O)[C@@H]3[C@]3(Cc4ccc(Cl)cc4)C(=O)N(c4ccc(Br)cc4)C(=O)N23)c1,6.3%,-28.8%,-7.2%
COc1ccccc1CN1CCC(n2nccc2NC(=O)CCOc2ccccc2)CC1,-0.7%,-50.6%,-4.2%

# Molecules above that have a Cl atom:
SMILES,FEN1 inh,DT40 TDP1 CPT,KAT2A inh
O=C(NCC(c1ccco1)N1CCCC1)c1ccc(S(=O)(=O)Nc2ccccc2Cl)cc1 (stereo unspecified),9.6%,?,0.5%
COc1cccc(C(=O)Nc2cccc(NC(=O)c3ccccc3Cl)c2)c1,-5.2%,?,-11.8%
CC1(c2nnc(-c3ccncc3)o2)CC(c2c(Cl)cccc2Cl)=NO1 (stereo unspecified),3.3%,?,-9.8%
OCCC1CN(Cc2cc3c(cc2Cl)OCO3)CCN1C1CCCC1 (stereo unspecified),12.5%,-29.1%,-1.5%
Cc1cccc([C@@H]2[C@@H]3C(=O)N(Cc4ccccc4)C(=O)[C@@H]3[C@]3(Cc4ccc(Cl)cc4)C(=O)N(c4ccc(Br)cc4)C(=O)N23)c1,6.3%,-28.8%,-7.2%

# Continued.
SMILES,FEN1 inh,DT40 TDP1 CPT,KAT2A inh
CC(NC(=O)c1ccc(CS(C)(=O)=O)cc1)c1ccc(-n2ccnc2)cc1 (stereo unspecified),2.2%,2.1%,-1.3%
NC(=O)c1nsc(C(=O)N(Cc2ccco2)C(C(=O)NCc2ccccc2)c2ccc(O)cc2)c1N (stereo unspecified),-15.2%,?,-0.6%
COc1cc(F)ccc1CN1CCC(C(=O)Nc2ccc(Oc3ccccc3)nc2)CC1,-0.1%,?,-7.3%
CCCC1=[N+](CC(=O)c2ccccc2)CCn2c(C)ccc21,-3.0%,2.91µM*,-18.4%
CCc1noc(C)c1C(=O)N1CCN(S(=O)(=O)c2c(C)c(C)cc(C)c2C)CC1,-6.0%,-12.2%,1.7%
CCCc1[nH]nc2c1C(c1cccc(OC)c1)C(C#N)=C(N)O2 (stereo unspecified),5.1%,-28.9%,-1.6%
C=CCOc1ccc(CNn2nnnc2N)cc1,1.8%,?,-1.8%
Cc1nc2cc(-c3cccc(F)c3)nn2c(C)c1CCC(=O)N1CCN(c2ccccn2)CC1,-8.8%,-3.6%,0.5%
Cc1ccc(C(=O)NCC(=O)N2CCN(S(=O)(=O)c3cccs3)CC2)s1,-0.5%,1.2%,-2.2%
Cc1cccc(CNC(=O)Cn2nc(C)c3nn(-c4ccc(Cl)cc4)c(C)c3c2=O)c1,-5.9%,20.6µM*,0.1%
O=C(c1ccc2c(c1)OCCO2)N1CCN(c2ncc(C(F)(F)F)cc2Cl)CC1,-2.0%,?,-21.7%
CCSc1nnc([C@H](Cc2ccccc2)NC(=O)OC(C)(C)C)o1,-4.8%,-4.2%,2.6%
Nc1ccc(Sc2nc3ccccc3[nH]2)cc1,-4.5%,5.7%,-3.8%
N#CC1(NC(=O)COC(=O)c2cc(O)c3ccccc3c2O)CCCCC1,?,?,0.9%
Cc1ccc(C(=O)CSc2nc(-c3ccccc3)nc3c2CCCC3)c(C)c1,-6.6%,?,-9.5%
CCCCNC(=O)CNC(=O)c1nn(-c2ccc(OC)c(Cl)c2)c(=O)c2ccccc12,-1.4%,-21.6%,9.5%
COc1ccc(CCNC(=O)C/C(C)=N/NC(=O)c2cnccn2)cc1,-9.5%,-1.5%,11.4%
O=C(NNC(=O)c1ccc[nH]1)c1cc(Cl)cc(Cl)c1,0.6%,-11.9%,-3.6%
Cc1ccc(C(C)NC(=O)c2cc(C)oc2C)cc1 (stereo unspecified),-5.0%,-28.4%,4.1%
COc1ccc(Sc2nc3ccccc3n3c(C(F)(F)F)nnc23)cc1,0.8%,-14.5%,-8.0%

# Entries above that contain a furan ring, fused or not, in the order listed:
SMILES,FEN1 inh,DT40 TDP1 CPT,KAT2A inh
O=C(NCC(c1ccco1)N1CCCC1)c1ccc(S(=O)(=O)Nc2ccccc2Cl)cc1 (stereo unspecified),9.6%,?,0.5%
NC(=O)c1nsc(C(=O)N(Cc2ccco2)C(C(=O)NCc2ccccc2)c2ccc(O)cc2)c1N (stereo unspecified),-15.2%,?,-0.6%
Cc1ccc(C(C)NC(=O)c2cc(C)oc2C)cc1 (stereo unspecified),-5.0%,-28.4%,4.1%

# (listing goes on)
SMILES,FEN1 inh,DT40 TDP1 CPT,KAT2A inh
COc1ccc(-c2c[n+]3c(n2-c2c(C)n(C)n(-c4ccccc4)c2=O)CCCCC3)cc1,-0.7%,-13.6%,-4.5%
CCOC(=O)c1cc(CC)sc1NC(=O)CC1Sc2ccc(C(F)(F)F)cc2NC1=O (stereo unspecified),2.9%,?,0.2%
CCOc1nc(Nc2ccc(OC)c(Cl)c2)nc(N2CCN(c3ccc(OC)cc3)CC2)n1,-10.7%,18.4µM*,-11.7%
COc1ccc(C(=O)CSc2nc3ncccc3[nH]2)cc1OC,-1.4%,-24.8%,-6.2%
COC(=O)c1cc2c(ccn2-c2ccc(F)cc2)n1CC(C)C,-19.8%,?,-14.7%
Cc1nnc(SCC(=O)N(CCC#N)c2ccc3c(c2)OCCO3)s1,-14.4%,1.2%,-5.8%
CC(=O)c1ccc(NC(=O)c2noc3c2CSc2ccccc2-3)cc1,15.2%,14.6µM*,-3.4%
O=C(Cc1ccccc1)N/N=C/c1ccc(S(=O)(=O)O)o1,-13.7%,-2.3%,-5.3%
Cc1ccc(NS(=O)(=O)c2ccc(C(=O)NCCCN3CCOCC3)cc2)cc1,-0.6%,-19.6%,-0.4%
CCN(CC)S(=O)(=O)c1ccc(N2CCOCC2)c(NC(=O)c2ccc(OC)c([N+](=O)[O-])c2)c1,-7.3%,-1.7%,-15.0%
CC1(C)CC(NC(=O)C2CCCCC2)CC(C)(C)N1,7.7%,1.5%,3.5%
C/C(=N\NC(=O)c1nn(C)c(C)c1Br)c1cccc(NC(=O)c2ccc(F)cc2)c1,1.1%,?,-3.4%
Cc1c(N=C2Nc3cccc4cccc2c34)c(=O)n(-c2ccccc2)n1C,-7.5%&3.6%,?,-3.7%
COc1ccc(Cl)cc1S(=O)(=O)N1CCC(C(=O)NCC2CCCO2)CC1 (stereo unspecified),-3.1%,-5.8%,-10.1%
CN(C)S(=O)(=O)c1ccc2c(c1)C(=O)c1cc(S(=O)(=O)N(C)C)ccc1CC2,-15.0%,nt,2.0%
COc1ccc(CSc2nnc(C)s2)cc1F,3.5%,-8.2%,-8.4%
Cc1ccc(-c2nc3ccccc3c(=O)n2CCN2CCOCC2)cc1,-4.3%,-4.0%,2.7%
O=C(Nc1ccc2c(c1)OCCO2)C1CC(O)CN1C(=O)Nc1ccccc1 (stereo unspecified),8.5%,-24.7%,0.4%
Cc1cc(C)c2[nH]c(=O)c(C(c3nnnn3Cc3ccc4c(c3)OCO4)N3CCC(C)CC3)cc2c1 (stereo unspecified),-2.3%,?,1.6%
COc1ccc(-n2nc(C(=O)NCC(=O)N3CCN(c4ccccn4)CC3)c3ccccc3c2=O)cc1Cl,3.2%,11.6µM*,-3.6%
Cc1ccccc1NC(=O)NCCCN1CCN(c2ccccc2F)CC1,-4.7%,nt,-9.3%
O=C(NC1=NCCS1)c1ccc(OCC2CCCO2)cc1 (stereo unspecified),-1.7%,-9.0%,0.1%
C#CCOCCOCCOCCNc1nc(N2CCN(C(=O)CCCCCCCCCCNC(=O)[C@@H](CCC(=O)O)n3cc(CCCCCN)nn3)CC2)nc(N2CCN(C(=O)CCCCCCCCCCNC(=O)[C@H]([C@@H](C)CC)n3cc(CCCCCN)nn3)CC2)n1,-19.6%,-6.2%,-3.5%
CCCn1c(O)c(C=Nc2ccccc2)sc1=S,-17.2%,-4.7%,?
Cc1cc2nc(CCN3CCOCC3)n(S(=O)(=O)c3ccc(C(C)(C)C)cc3)c2cc1C,-17.7%,18.4µM*,0.3%
CCc1ccccc1NC(=O)Cn1c2ncccc2c(=O)n1-c1ccccc1,5.1%,-21.5%,1.9%
COCCNC(=O)[C@H]1N2C(=O)c3ccccc3C2SC1(C)C (stereo partly specified),0.6%,-5.3%,22.6%
CCOc1c(CNCCSc2nnnn2C)cccc1OC,-8.5%,-1.8%,-1.8%
O=C(Nc1cccc(S(=O)(=O)N2CCCC2)c1)c1ccccc1OC(F)F,-9.6%,-21.2%,-13.9%
COc1ccc(C(=O)N/C(=C\c2ccccc2)C(=O)Nc2ccccc2C(=O)O)cc1,-2.3%,-2.5%,nt
CN1CCN(P(=O)(c2ccccc2)c2nc3ccccc3s2)CC1 (stereo unspecified),-10.0%,-2.1%,-3.4%
Cc1ccc(S(=O)(=O)N2CCN(C(=O)COC(=O)COc3ccccc3C(C)C)CC2)c(C)c1,13.2%,-6.8%,nt
Cc1ccc(N2C(=O)Nc3cc(Cl)c(Cl)cc3N2O)cc1Cl,-6.1%,15.8%,-5.7%
O=C(CCCCCn1c(=S)[nH]c2ccccc2c1=O)N1CCOCC1,-10.7%,-28.3%,2.6%
COc1ccc(CN2CC[C@H]3C=CC[C@@H](C(=O)NC4CCCCC4)[C@H]3C2=O)cc1OC,15.0%,-22.6%,nt
Cn1c2ccccc2c(=O)c2c(=O)n(-c3ccc(F)cc3)c(C3CCCCC3)nc21,24.2%,?,nt
C#CCOCCOCCOCCNc1nc(N2CCN(C(=O)C([C@@H](C)CC)n3cc(C(N)CC(C)C)nn3)CC2)nc(N2CCN(C(=O)[C@H](CCC(=O)O)n3cc(C(N)CC(C)C)nn3)CC2)n1 (stereo partly specified),21.1%,?,0.1%
O=C(c1ccc(Cl)cc1)C1CCN(C(=O)c2ccc(F)cc2)CC1,-19.3%,20.6µM*,-1.0%
CCCNc1nc(Nc2ccc([N+](=O)[O-])cc2)nc(N2CCOCC2)n1,7.4%,12.6µM*,nt
Cc1ccc(S(=O)(=O)NNC2CC(=O)N(c3ccc(Br)cc3)C2=O)cc1 (stereo unspecified),0.9%,-14.2%,-0.4%
CNC(=O)c1cc(C(=O)c2ccc(F)cc2C(F)(F)F)c[nH]1,1.5%,?,-3.8%
Cc1nc(SCc2nc3ccc(Br)cc3[nH]2)c2oc3ccccc3c2n1,-17.9%,nt,-2.2%
CN(C)/C=N/S(=O)(=O)c1ccc(Cl)c(Cl)c1,15.6%,7.1%,-5.1%
COc1ccc(Nc2ccnc3ccccc23)cc1,-22.1%,13µM*,-4.9%
O=c1[nH]c(CSc2ncc(C(F)(F)F)cc2Cl)nc2cc(C(F)(F)F)ccc12,0.4%,-6.5%,-5.7%
